# Compound activity as filed in PubChem.
# EWS-Fli block: blocks EWS/Fli oncoprotein-driven transcription; 350,000 compounds, 0.67% hits; inhibition, % at 12.6 µM; AID 651661; A673 NR0B1-luciferase reporter, viability-normalised;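 active = mean inhibition of at least 50% after viability correction, with every replicate also passing that limit; inconclusive = mean reaches 50% but only one of two replicates passes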;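 also: firefly luciferase signal divided by Alamar Blue viability fluorescence both relative to DMSO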
# ARNT-TACC3 inh: disruptors of human ARNT/TACC3 interaction; AlphaScreen His-ARNT PAS-B/GST-TACC3 binding, luminescence; TACC3 fragment carries E629A point mutation; inhibition, % at 9.99 µM; 390,000 compounds, 0.66% hits; AID 623870;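 active = mean inhibition of replicates at least 50% and at least half of replicates each reaching 50%; inconclusive = half or more replicates reach 50% but mean below 50%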;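 also: 0% = complete ARNT plus TACC3 wells and 100% = ARNT alone without TACC3; many hits fall short of the cut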
# F508del corr: CFTR F508del correction in bronchial cells. CFBE cells, YFP halide quenching; stimulated with forskolin plus potentiator P3; % fluorescence drop versus neutral controls. activity (quench increase), % at 7.58 µM. 350,000 compounds, 0.36% hits;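 active = mean added fluorescence quench of at least 8% versus neutral control, with both replicates also reaching 8%; inconclusive = only one of the mean or replicate conditions met; inactive = mean below 8% and not both replicates reaching 8%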;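 also: cells transiently co-express mutant CFTR-F508del with the halide-sensitive YFP; corrector assay measuring rescue of mutant channel to the surface after 24 h compound exposure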
# ERp5 block: inhibitors of human ERp5. Q15084. ERp5 insulin aggregation, absorbance 650 nm, 90 min. inhibition, % at 9.99 µM. 350,000 compounds, 0.05% hits;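 active = mean replicate inhibition above about 25%, with every replicate also reaching it, limit read from the data, passing the limit was not always enough; inconclusive = only one of those two criteria met; inactive = neither criterion met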
# Target sequence (Q15084 whole entry, looked up): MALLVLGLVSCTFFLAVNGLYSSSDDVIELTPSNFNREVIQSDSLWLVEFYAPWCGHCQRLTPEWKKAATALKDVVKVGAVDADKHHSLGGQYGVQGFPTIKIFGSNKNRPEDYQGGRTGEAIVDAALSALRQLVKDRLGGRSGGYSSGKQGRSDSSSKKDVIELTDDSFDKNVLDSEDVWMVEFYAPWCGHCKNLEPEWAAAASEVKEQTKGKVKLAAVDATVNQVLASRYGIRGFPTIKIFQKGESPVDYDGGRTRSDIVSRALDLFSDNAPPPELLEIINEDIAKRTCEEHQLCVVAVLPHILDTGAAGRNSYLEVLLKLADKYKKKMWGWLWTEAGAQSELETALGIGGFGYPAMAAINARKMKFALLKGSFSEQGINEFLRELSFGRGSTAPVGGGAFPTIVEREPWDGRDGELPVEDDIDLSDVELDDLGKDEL
# PAX8 inh HTS: PAX8 transcriptional activity inhibition; AID 652154; inhibition, % at 12.6 µM; RMG-I TPO-luciferase reporter, SteadyGlo, 24 h; 360,000 compounds, 1.2% hits;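 active = mean replicate inhibition at least 60% with every replicate also reaching 60%; inconclusive = only one of the two criteria is met; inactive = mean below 60% and not all replicates reaching 60%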;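 also: luciferase light reporting Pax8 driven TPO promoter activity; plate controls were median of neutral control wells for no effect and mitoxantrone controls for full effect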
# XiGFP reactiv: X-chromosome reactivation activator; activation, % at 7.58 µM; XiGFP mouse fibroblasts, % GFP-positive cells imaging, 3 d; cells co-treated with 5-aza-dC sensitizer; scaled so ellipticine positive control = 100%; 360,000 compounds, 0.055% hits;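 active = mean normalized replicate activation at least 10% and every replicate at or above 10%; inconclusive = only one of the two criteria met; inactive = mean below 10% and not all replicates reach 10%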;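 also: 0% = median of on-plate neutral control wells and 100% = ellipticine 6 µM median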
#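 System: 68-5-11 XiGFP fibroblast line; Timing: 3 days compound exposure; Compound dosing: one concentration, pinned; Benchmarks: positive control ellipticine, 6 µM final; Buffer or medium: DMEM containing 5-aza-dC.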
# INS-1E GSIS act: GLuc luminescence reporter in INS-1E cells, primary screen for activators of glucose-dependent secretion of insulin | INS-1E GLuc reporter insulin secretion, 2-3 h | activation, % at 16.6 µM | 370,000 compounds, 0.61% hits | AID 743287;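 active = lowest replicate activation of at least 40%, so every replicate reaches that level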;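 also: 0% = median of neutral control wells and 100% = median of IBMX positive control wells; some compounds called inactive have numbers as strong as hits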
# DENV2 CPE rescue: protects cells from dengue virus 2 cytopathic effect. DENV2-infected cells, cytopathic effect rescue, plate reader. CPE inhibition, % at 9.99 µM. 350,000 compounds, 1.7% hits; in the data active = CPE inhibition above about 20%, passing the limit was not always enough; inconclusive = no clear call, values can overlap the other calls; tested in BHK-21 cells;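 also: 0% = median of neutral control wells and 100% = median of positive control wells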
# Active calls of the source: *; ? = inconclusive; / = not tested or not shown; & = joins results of further samples.
no.	canonical_smiles	EWS-Fli block	ARNT-TACC3 inh	F508del corr	ERp5 block	PAX8 inh HTS	XiGFP reactiv	INS-1E GSIS act	DENV2 CPE rescue
1	O=C(NCc1ccncc1)C(=O)NCC(c1ccccc1)c1ccccc1	-12	/	/	-1	5	-0.1	-8	-4
2	O=C(NCC[C@H]1CC[C@@H](NC(=O)C2CCC2)[C@@H](CO)O1)c1cc(Cl)cc(Cl)c1	9&-9	3	0.1&-0.2	18&2	0&-16	-0.1&0.0	-3	-11&17
3	O=C(CNC(=O)c1cn2ccccc2n1)Nc1ccc(F)c(F)c1	-104	-1	0.1	-4	-161	0.1	-6	?
4	C[C@@H]1CCCCO[C@H](CN(C)S(=O)(=O)c2ccc(F)cc2)[C@@H](C)CN([C@@H](C)CO)C(=O)c2cc(NS(=O)(=O)c3ccccc3)ccc2O1	-2	-4	1.1	4	4	0.0	-20	-2
5	CCCNC(=O)[C@H]1[C@H](CO)[C@H]2Cn3c(ccc(C4=CCCC4)c3=O)[C@H]2N1C(=O)C1CC1	5	-6	0.2	-5	7	0.0	-2	-2
6	CC(Cc1ccccc1)NC(=O)C1CCCNC1=O (stereo not drawn)	-2	-3	2.0	1	/	/	-4	-4
7	COc1ccc(C(=O)Nc2cc3c4c(c2)C(C)C(=O)N4CCC3)cc1 (stereo not drawn)	-17	1	1.9	-5	-27	0.0	1	16
8	O=C(C[C@H]1C=C[C@H](NC(=O)Nc2ccc(F)cc2)[C@@H](CO)O1)NCCN1CCCC1	-6	-13	1.6	-2	-3	-0.4	4	-7
9	O=C(NCc1ccccc1F)c1ccncc1	-7	17	-0.4	0	10	0.3	11	-2
10	Cc1ccccc1OCCn1cc(C=O)c2ccccc21	-6	2	-7.6	-7	3	0.0	-13	-12
11	OCC1OC(Nc2ccccc2C=NO)C(O)C1O (stereo not drawn)	0	/	-0.1	3	13	0.1	/	-8
12	CCOc1ccc2[nH]cc(C(=O)NCCc3ccccc3)c(=O)c2c1	-8	-1	0.9	1	-2	0.0	1	8
13	CNC[C@H]1Oc2ccc(NC(=O)Cc3ccccc3)cc2C(=O)N([C@@H](C)CO)C[C@@H]1C	7	-4	-1.2	-2	-6	-0.7	16	10
14	Cc1ccc(N(C(=O)c2ccco2)C(C(=O)NC2CCCC2)c2ccco2)c(C)c1 (stereo not drawn)	9	0	1.5	0	11	-0.1	-22	5
15	C[C@@H]1CN([C@@H](C)CO)S(=O)(=O)c2ccc(C3=CCCCC3)cc2O[C@@H]1CN(C)C(=O)C1CCOCC1	4	2	1.2	-2	8	-0.1	-4	?
16	C[C@@H]1CN([C@@H](C)CO)C(=O)c2cc(NC(=O)c3ccncc3)ccc2O[C@H]1CN(C)S(=O)(=O)c1cccs1	3	2	0.0	1	/	-0.5	8	?
17	C[C@H](CO)N1C[C@H](C)[C@@H](CN(C)CC2CCCCC2)Oc2ccc(N(C)C)cc2CC1=O	-2	5	0.1	2	9	/	/	6
18	COc1cc(F)cc(C2=CC(=O)C[C@H](c3ccc(F)cc3)C2)c1	2	-2	0.5	8	-1	0.0	15	26*
19	CN1C(=O)c2cc(NC(=O)Nc3ccccc3)ccc2OC[C@H]2O[C@H](CC(=O)O)CC[C@H]21	-9	/	/	/	4	0.3	7	0
20	CN(Cc1nc2ccccc2[nH]1)Cc1nc(CC2CC2)no1	-16	2	-0.5	-3	1	0.0	15	/
21	O=C(CNC(=S)NC(=O)c1cccs1)c1ccccc1	/	0	/	/	-116	0.1	-1	/
22	COC(=O)c1c(NC(=O)c2ccc(S(=O)(=O)N3CCOCC3)cc2)sc2c1CCN(C(C)C)C2	-6	-2	1.7	-9	-1	0.2	-22	-1
23	CCOc1ccc(S(=O)(=O)Nc2ccc(C(=O)NCC(c3ccc(OC)cc3)N3CCOCC3)cc2)cc1 (stereo not drawn)	17	1	1.5	3	-5	0.5	-44	4
24	C[C@H](CO)N1C[C@H](C)[C@H](CN(C)S(C)(=O)=O)OCc2ccccc2-c2c(n(C)c3ccccc23)C1=O	2&-16	/	1.7&-2.1	1	-2	0.0&0.1	-7&24	8&-5
25	C[C@@H]1CN([C@@H](C)CO)C(=O)c2cccc(NC(=O)Nc3ccc(F)cc3)c2O[C@@H]1CN(C)Cc1ccc(C(F)(F)F)cc1	7	18	-2.2	2	38	-0.6	-38	-1
26	CN(C)CCCN1c2ccc([N+](=O)[O-])cc2CCc2cc([N+](=O)[O-])ccc21	3	4	4.3	5	5	0.4	-36	-6
27	CCOc1ccccc1NC(=O)Nc1ccccn1	-2	8	-0.4	-4	0	0.4	6	1
28	CCOC(=O)CN=C(NS(=O)(=O)c1ccc(Cl)cc1)c1ccccc1	-3	6	-0.5	1	11	0.0	34	5
29	COc1ccc(S(=O)(=O)N(C)C[C@@H]2Oc3ncc(C#Cc4ccc(OC)c(OC)c4)cc3C(=O)N([C@H](C)CO)C[C@@H]2C)cc1	23	-16	-3.7	-2	-1	0.7	0	-1
30	CCN(Cc1ccncc1)C(=O)c1cccc(S(=O)(=O)N2CCCCC2)c1	-4	0	-13	-6	0	-0.7	3	-4

# 13 consecutive records from above, quoted:
no.	canonical_smiles	EWS-Fli block	ARNT-TACC3 inh	F508del corr	ERp5 block	PAX8 inh HTS	XiGFP reactiv	INS-1E GSIS act	DENV2 CPE rescue
14	Cc1ccc(N(C(=O)c2ccco2)C(C(=O)NC2CCCC2)c2ccco2)c(C)c1 (stereo not drawn)	9	0	1.5	0	11	-0.1	-22	5
15	C[C@@H]1CN([C@@H](C)CO)S(=O)(=O)c2ccc(C3=CCCCC3)cc2O[C@@H]1CN(C)C(=O)C1CCOCC1	4	2	1.2	-2	8	-0.1	-4	?
16	C[C@@H]1CN([C@@H](C)CO)C(=O)c2cc(NC(=O)c3ccncc3)ccc2O[C@H]1CN(C)S(=O)(=O)c1cccs1	3	2	0.0	1	/	-0.5	8	?
17	C[C@H](CO)N1C[C@H](C)[C@@H](CN(C)CC2CCCCC2)Oc2ccc(N(C)C)cc2CC1=O	-2	5	0.1	2	9	/	/	6
18	COc1cc(F)cc(C2=CC(=O)C[C@H](c3ccc(F)cc3)C2)c1	2	-2	0.5	8	-1	0.0	15	26*
19	CN1C(=O)c2cc(NC(=O)Nc3ccccc3)ccc2OC[C@H]2O[C@H](CC(=O)O)CC[C@H]21	-9	/	/	/	4	0.3	7	0
20	CN(Cc1nc2ccccc2[nH]1)Cc1nc(CC2CC2)no1	-16	2	-0.5	-3	1	0.0	15	/
21	O=C(CNC(=S)NC(=O)c1cccs1)c1ccccc1	/	0	/	/	-116	0.1	-1	/
22	COC(=O)c1c(NC(=O)c2ccc(S(=O)(=O)N3CCOCC3)cc2)sc2c1CCN(C(C)C)C2	-6	-2	1.7	-9	-1	0.2	-22	-1
23	CCOc1ccc(S(=O)(=O)Nc2ccc(C(=O)NCC(c3ccc(OC)cc3)N3CCOCC3)cc2)cc1 (stereo not drawn)	17	1	1.5	3	-5	0.5	-44	4
24	C[C@H](CO)N1C[C@H](C)[C@H](CN(C)S(C)(=O)=O)OCc2ccccc2-c2c(n(C)c3ccccc23)C1=O	2&-16	/	1.7&-2.1	1	-2	0.0&0.1	-7&24	8&-5
25	C[C@@H]1CN([C@@H](C)CO)C(=O)c2cccc(NC(=O)Nc3ccc(F)cc3)c2O[C@@H]1CN(C)Cc1ccc(C(F)(F)F)cc1	7	18	-2.2	2	38	-0.6	-38	-1
26	CN(C)CCCN1c2ccc([N+](=O)[O-])cc2CCc2cc([N+](=O)[O-])ccc21	3	4	4.3	5	5	0.4	-36	-6

# Following part.
no.	canonical_smiles	EWS-Fli block	ARNT-TACC3 inh	F508del corr	ERp5 block	PAX8 inh HTS	XiGFP reactiv	INS-1E GSIS act	DENV2 CPE rescue
31	NC(=O)CC(NC(=O)c1cccc(Br)c1)c1ccc(NCCN2CCOCC2)c([N+](=O)[O-])c1 (stereo not drawn)	-1	/	-2.4	8	0	0.1	-6	29*
32	O=C(NCc1cccnc1)C(=O)NCC(c1ccco1)N1CCOCC1 (stereo not drawn)	1	1	-1.6	-2	0	-0.1	23	-3
33	O=C(Nc1cc(F)ccc1F)N1CC(=O)N2[C@H](C1)[C@@H](c1ccc(-c3ccccc3)cc1)[C@@H]2CO	-5	/	-3.5	1	-26	0.0	-15	-8
34	CCC(=O)NCCCCCCCCCNC(=O)CC	-1	-1	/	-4	-33	0.0	21	2
35	CCc1nc2ccc(C(=O)NCCc3ccccn3)cn2c1N(CC)CCOC	6	/	1.2	-3	-5	0.2	/	5
36	C[C@@H]1CN([C@H](C)CO)C(=O)Cc2cc(NC(=O)NC3CCCCC3)ccc2O[C@H]1CN(C)Cc1ccc2c(c1)OCO2	/	-9	1.9	-3	-3	/	/	-7
37	O=[N+]([O-])c1cccc(Oc2ncccc2[N+](=O)[O-])c1	2	-2	-1.3	15	-3	0.3	78*	-5
38	COC(=O)c1sccc1-n1cc(C#N)c(=O)n(C)c1=O	2	-3	-1.1	-1	-4	-0.1	-2	2
39	C[C@@H]1CN([C@@H](C)CO)C(=O)c2cc(C3=CCCC3)cnc2O[C@@H]1CN(C)C(=O)c1ccccn1	6	1	-1.8	-5	-9	0.0	-1	-2
40	Cc1cccc(Nc2nnc(SCC(=O)Nc3ncc(C(F)(F)F)cc3Cl)s2)c1C	/	0	/	/	3	0.0	-23	/
41	C#CC1(N2CCCCC2)CCCCC1	-5	/	2.5	-11	18	-0.1	-4	2
42	CCOC(=O)c1oc2c(CN3CCN(C)CC3)c(O)c(CC)cc2c(=O)c1-c1nc2ccccc2s1	-3	-1	-1.2	1	-5	-0.1	/	3
43	COc1ccc(S(=O)(=O)N2CC(C)N(C(=O)N(C)C)C2C(C)C)cc1 (stereo not drawn)	0	3	-3.8	1	-17	0.2	-4	-2
44	CCCCCCn1cc(CN2CC(N3CCCCC3)CS2(=O)=O)nn1 (stereo not drawn)	-1	/	-0.9	-6	-3	0.0	-1	?
45	COc1cccc(-c2ccc([C@H]3[C@H](CO)N4C(=O)CN(C(=O)c5ccncc5)C[C@@H]34)cc2)c1	/	/	2.2	2	/	0.2	10	9
46	Cn1cc(CN2CCN(CC(C)(C)C)C(CCO)C2)c2ccccc21 (stereo not drawn)	0	-1	-0.9	-1	1	0.0	0	4
47	COc1ccc(S(=O)(=O)Nc2ccc3c(c2)C(=O)N([C@@H](C)CO)C[C@H](C)[C@@H](CN(C)S(=O)(=O)c2ccc(C)cc2)O3)cc1	0	29	0.0	-1	15	-1.2	0	5
48	Cn1nnnc1SCC(=O)Nc1cccc(S(=O)(=O)N2CCCCC2)c1	0	-4	-0.6	3	7	0.0	/	11
49	COc1cc(C(c2c(NC(=O)c3ccco3)sc(C)c2C)N2CCOCC2)cc(OC)c1OC (stereo not drawn)	-7	1	2.9	-1	20	0.0	7	-9
50	CC(C)=CCOc1ccc2ccc(=O)oc2c1	-56	-11	-3.1	-6	/	/	-1	1
51	C[C@@H]1CCCCO[C@@H](CN(C)C(=O)Nc2cccc3ccccc23)[C@H](C)CN([C@H](C)CO)C(=O)c2cc(NS(=O)(=O)c3ccc(F)cc3)ccc2O1	6	-4	1.2	0	93*	0.5	-3	11
52	Cc1cc(C)cc(NC(=O)Cn2c(-c3ccccc3Cl)nc3ccccc32)c1	/	-4	/	/	14	0.1	-16	/
